PostGolgi yeast: phenotypic screen on post-Golgi transport, primary screen. inhibition, % at 10 µM. hit rate 0.9% among 98,000. AID 739, 2007. post-Golgi transport phenotypic cell assay; in the data active = inhibition above about 30%;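 also: yeast cells grown in 1536-well plates; yeast grown about 18 h at 30C before absorbance read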
CYP2C19 inh: blockers of cytochrome P450 2C19 activity – biochemical, luminescence, ADME assay, primary screen; P33261; hit rate 21% among 96,000; CYP2C19 Supersomes, luciferin-H EGE luminescence, 30 min; inhibition, % at 5 µM; AID 778, 2007;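 active = CYP2C19 inhibition above a set limit at 5 µM in the primary screen, cut at about 50% in these data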;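 also: plate controls were negative control wells for no effect and 2.5 mM tranylcypromine positive control for full effect; values of inactives mirror those of a sister screen read the other way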
CYP2C9 inh: blockers of cytochrome P450 2C9 activity – biochemical, luminescence, ADME assay, primary screen. CYP2C9 Supersomes, luciferin-H conversion. inhibition, % at 5 µM. hit rate 20% among 96,000. AID 777, 2007;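 active = blocking of liver enzyme CYP2C9 beyond about 50% at 5 µM, limit read from the data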; also: values of inactives mirror those of a sister screen read the other way
PLAP act: PLAP enzyme activators, biochemical, luminescence, HTS. purified PLAP enzyme, luminescent substrate read-out; active compounds read high. activation fold at 20 µM. hit rate 1.2% among 96,000. AID 696, 2007; in the data active = activation fold above about 2
CYP2C9 act: human CYP2C9 activators, primary screen, biochemical, luminescence | recombinant CYP2C9, luciferin-H conversion; active compounds read high; factor 1 = untreated enzyme, 0 = blocked | activation factor at 5 µM | hit rate 1.4% among 96,000 | AID 1024, 2008;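 active = activation factor of 2 or more for CYP2C9 at a 5 µM dose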;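 also: 0 = sulfaphenazole-blocked wells and 1 = vehicle-only wells; values of inactives mirror those of a sister screen read the other way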
CYP2C19 activ: human CYP2C19 activators, primary screen, biochemical, luminescence; Cytochrome P450 2C19 (Homo sapiens), P33261; recombinant CYP2C19, luciferin-H EGE luminescence; active compounds read high; 0 = fully inhibited enzyme, 1 = untreated enzyme; activation factor at 5 µM; 96,000 tested, under 10 active;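 active = activation factor of at least 2 at 5 µM in the primary screen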;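 also: 0 = wells with 2.5 mM tranylcypromine and 1 = vehicle-only wells; values of inactives mirror those of a sister screen read the other way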
Pyk2 oligo antag: antagonists of Pyk2 self-association, primary screen, Q293 cells, FERM NanoBiT luminescence, HTS. hit rate 0.83% among 99,000. active compounds read low. AID 1347419, 2020. Protein-tyrosine kinase 2-beta (Homo sapiens), Q14289. z-score (the deposit names both 25 µM and 10 µM);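 active = Z-score of -3 or lower, scaled per plate to the spread of control and sample wells; inactive = z-score above -3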;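 also: negative z-score means lost luminescence so less FERM oligomerization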
Target sequence (Q14289 whole entry, looked up): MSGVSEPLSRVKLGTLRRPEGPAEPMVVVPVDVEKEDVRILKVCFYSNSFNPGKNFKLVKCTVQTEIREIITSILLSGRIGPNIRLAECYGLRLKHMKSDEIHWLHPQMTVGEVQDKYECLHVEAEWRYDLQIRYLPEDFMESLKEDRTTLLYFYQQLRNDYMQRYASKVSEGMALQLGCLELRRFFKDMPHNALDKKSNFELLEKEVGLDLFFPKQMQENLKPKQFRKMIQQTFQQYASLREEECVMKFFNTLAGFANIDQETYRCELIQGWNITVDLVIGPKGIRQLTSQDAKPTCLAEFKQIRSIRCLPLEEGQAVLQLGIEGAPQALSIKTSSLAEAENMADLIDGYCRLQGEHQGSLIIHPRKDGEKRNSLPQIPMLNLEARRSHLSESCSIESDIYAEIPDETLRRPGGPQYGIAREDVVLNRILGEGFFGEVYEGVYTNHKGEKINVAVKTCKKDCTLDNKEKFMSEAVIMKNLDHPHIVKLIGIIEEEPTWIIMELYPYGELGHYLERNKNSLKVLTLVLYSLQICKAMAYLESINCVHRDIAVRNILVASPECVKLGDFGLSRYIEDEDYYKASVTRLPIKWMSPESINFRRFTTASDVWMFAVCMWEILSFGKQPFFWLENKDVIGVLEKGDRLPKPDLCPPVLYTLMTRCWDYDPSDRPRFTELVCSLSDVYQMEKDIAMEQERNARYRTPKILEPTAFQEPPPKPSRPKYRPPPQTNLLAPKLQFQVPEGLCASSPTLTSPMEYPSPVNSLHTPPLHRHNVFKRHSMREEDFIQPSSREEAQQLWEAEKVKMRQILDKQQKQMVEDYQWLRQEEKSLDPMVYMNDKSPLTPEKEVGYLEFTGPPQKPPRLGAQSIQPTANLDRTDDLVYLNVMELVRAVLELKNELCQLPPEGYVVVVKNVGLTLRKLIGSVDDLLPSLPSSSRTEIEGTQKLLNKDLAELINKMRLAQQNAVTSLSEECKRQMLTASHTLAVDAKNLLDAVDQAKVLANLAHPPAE
E coli WT exp: growth inhibitors of wild-type E. coli, primary screen, strain BW25113, expanded library, OD600; OD600 absorbance; growth inhibition, % at 100 µM; hit rate 0.15% among 98,000;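 active = growth inhibition above about 50% at one test dose, limit read from the data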;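 also: growth measured after 20 h incubation at 37 °C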
EphB4 antag: EphB4-ephrin-B2 interaction antagonists, primary screen, biochemical, TNYL-RAW peptide probe, fluorescence polarization; Ephrin type-B receptor 4 (Homo sapiens), P54760; inhibition, % at 7 µM; hit rate 0.15% among 97,000; EphB4 LBD / TNYL-RAW-Alexa532 peptide;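 active = inhibition above the screen-wide mean inhibition plus 3 SD, cut at about 15% in these data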;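 also: 0% = DMSO wells and 100% = excess unlabeled TNYL-RAW peptide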
An asterisk follows results filed as active; · = no result given.

Molecule	PostGolgi yeast	CYP2C19 inh	CYP2C9 inh	PLAP act	CYP2C9 act	CYP2C19 activ	Pyk2 oligo antag	E coli WT exp	EphB4 antag
CCOC(=O)c1ccccc1NC(=O)c1ccccc1SC	-3	14	-64	0.9	1.6	0.9	0.75	1	-4
O=C(CSc1nnnn1-c1ccccc1)NCc1cccs1	8	83*	7	0.9	0.9	0.2	0.16	7	3
Cc1nn(-c2nc(-c3ccco3)cc(C(F)(F)F)n2)c(C)c1Cl	-1	4	22	0.7	0.8	1	0.16	-3	-14
CCCNc1nc(N2CCOCC2)nc(N2CCOCC2)n1	0	2	14	1	0.9	1	0.27	3	6
O=c1[nH]c2ccc(S(=O)(=O)N3CCN(C4CCCCC4)CC3)cc2[nH]c1=O	11	-1	31	1.6	0.7	1	0.58	4	2
CC1CCCN(c2ccc(C(=O)NCCc3ccccc3)cn2)C1 (stereo not drawn)	-2	61*	81*	1	0.2	0.4	0.07	-11	-2
COc1cccc2[nH]c3c(N4CCCC(C)C4)ncnc3c12 (stereo not drawn)	1	38	33	1	0.7	0.6	0.44	-5	4
O=C(CSCc1ccco1)c1cccs1	·	29	5	1.1	1	0.7	0.3	·	·
O=C(CCc1ccccc1)NNC(=S)NC(=O)c1ccc(Cl)cc1	12	20	43	0.8	0.6	0.8	·	-6	4
Cc1ccc(/C=C2/NC(=O)N(c3ccccc3)C2=O)o1	6	68*	-6	0.9	1.1	0.3	-1.1	4	6
CCCC(CCC(=O)Nc1ccc(C(=O)OC)cc1)C(=O)O (stereo not drawn)	8	·	·	·	·	·	0.03	-9	5
CCOC1(OCC)N=C(N)C2(C#N)C(c3ccc(NC(C)=O)cc3)C12C#N (stereo not drawn)	6	9	88*	0.8	0.1	0.9	1.2	-8	-4
CCOC(=O)/C(=N\Nc1ccc(OC)cc1)c1csc(Nc2ccccc2)n1	-4	11	44	1.2	0.6	0.9	-1.2	-14	4
Cc1nnc(SCC(=O)NCc2ccc3c(c2)OCO3)[nH]c1=O	3	2	68*	1.3	0.3	1	2	-2	·
CC(C)(C)c1nn(-c2ccccc2)c2[nH]c(=O)c(CNCc3ccco3)cc12	17	28	62*	2.4*	0.4	0.7	0.26	-14	3
O=C(c1cccc(F)c1)N1CCN(C(=O)c2cc3ncc(Br)cn3n2)CC1	-6	24	11	1	0.9	0.8	0.09	-2	-8
Cc1ccsc1/C=N/N1CCN(c2ccccc2)CC1	2	23	-105	1.2	2.1*	0.8	0.78	3	0
Cn1c(=O)[nH]c(=O)c2c1nc(Br)n2Cc1ccccc1Cl	0	-6	-11	1.1	1.1	1.1	-0.11	2	4
O=C(NCc1cccnc1)C1c2ccccc2C(=O)N1Cc1ccccc1 (stereo not drawn)	-5	63*	22	1	0.8	0.4	·	6	-4
CCOC(=O)c1cc(-c2cccs2)nn1CCC#N	-12	27	13	0.8	0.9	0.7	0.98	-3	-2
NC(=O)CCn1nc(-c2ccccc2)c2ccccc2c1=O	9	16	-10	1.1	1.1	0.8	-0.2	1	·
O=C(Oc1ccc2c(c1)C(=O)c1ccccc1CO2)c1ccccc1	20	17	73*	0.9	0.3	0.8	-1.1	-4	0
CCOc1cc(C2/C(=C(\O)c3cc(C)ccc3C)C(=O)C(=O)N2CCN(C)C)ccc1O (stereo not drawn)	-4	-14	-5	1.2	1	1.1	0.19	-1	4
CCOC(=O)c1cc2sccc2n1CC(=O)O	0	3	28	1.2	0.7	1	0.89	7	3
Cc1cc2cc(CNC(=O)Nc3cccc(Cl)c3)ccc2n1C	5	4	-37	1.3	1.4	1	·	-4	-6

Compounds listed so far that contain fluorine:
Molecule	PostGolgi yeast	CYP2C19 inh	CYP2C9 inh	PLAP act	CYP2C9 act	CYP2C19 activ	Pyk2 oligo antag	E coli WT exp	EphB4 antag
Cc1nn(-c2nc(-c3ccco3)cc(C(F)(F)F)n2)c(C)c1Cl	-1	4	22	0.7	0.8	1	0.16	-3	-14
O=C(c1cccc(F)c1)N1CCN(C(=O)c2cc3ncc(Br)cn3n2)CC1	-6	24	11	1	0.9	0.8	0.09	-2	-8

Single entries from above.
COc1cccc2[nH]c3c(N4CCCC(C)C4)ncnc3c12 (stereo not drawn) | CYP2C19 inh: 38
CCOC1(OCC)N=C(N)C2(C#N)C(c3ccc(NC(C)=O)cc3)C12C#N (stereo not drawn) | CYP2C19 inh: 9

(continued)
Molecule	PostGolgi yeast	CYP2C19 inh	CYP2C9 inh	PLAP act	CYP2C9 act	CYP2C19 activ	Pyk2 oligo antag	E coli WT exp	EphB4 antag
CCn1c2ccccc2c2cc(NC(=O)C(C)Oc3ccc(OC)cc3)ccc21 (stereo not drawn)	-4	69*	48	1	0.5	0.3	-0.82	-24	-1
CCOCc1cnc(C)nc1NCC(=O)c1c(C)n(C)c2ccc(OC)cc12	7	1	2	0.8	1	1	0.67	8	-4
COc1ccc(/C=N/N2CCN(C)CC2)cc1OC	1	8	-11	1	1.1	0.9	1.7	-3	0
Cc1cc(O)c(C(=O)c2ccccc2C(=O)O)cc1C	0	7	18	0.9	0.8	0.9	3.9	-6	-16
COCCCNC(=O)CC(NS(=O)(=O)c1ccc(F)cc1)c1ccc(OC)cc1 (stereo not drawn)	-6	10	-13	1	1.1	0.9	0.66	-9	6
Cc1cccc(-n2ccnc2SCC(=O)Nc2nnc(C)s2)c1	11	-7	-38	1.1	1.4	1.1	·	6	2
O=C(Nc1ccc2c(c1)OCO2)c1cccc(F)c1	-4	42	2	0.9	1	0.6	1.3	8	0
COc1ccc(N2CCN(C(=O)CN(c3cccc(Br)c3)S(C)(=O)=O)CC2)cc1	5	5	-29	1.7	1.3	0.9	-0.4	2	13
CN(C)CCC(=O)NCC1OCCc2ccccc21 (stereo not drawn)	3	-5	0	1.1	1	1	0.15	4	7
COc1ccc(-c2nsc3c(SCC(=O)Nc4cc(C)ccc4C)ncnc23)cc1	-1	-10	9	0.9	0.9	1.1	·	-10	4
CCOc1ccc(CNC(=O)C2CCCN(S(C)(=O)=O)C2)cc1OC (stereo not drawn)	-3	-16	-36	0.9	1.4	1.2	-0.3	2	6
CCOC(=O)CN(C#N)c1nc(C)cc(C)n1	-7	-4	-27	1.1	1.3	1	0.88	1	0
COc1cccc(C2C(C#N)=C(N)OC(C(C)(C)C)=C2C#N)c1 (stereo not drawn)	8	85*	94*	1.1	0.1	0.2	0.44	0	-6
COCCn1c(SCC(=O)Nc2cccc(OC)c2)nnc1-c1ccccc1	3	22	9	0.8	0.9	0.8	-0.22	4	-1
CCCCc1nn(-c2cc(Cl)ccc2OC)c2c1C(=O)CC(C)(C)C2	-4	44	56*	1.5	0.4	0.6	·	-4	-1
Cn1c(C(C#N)C2=C(Cl)C(=O)N(c3ccccc3)C2=O)nc2ccccc21 (stereo not drawn)	-4	78*	92*	1	0.1	0.2	·	-7	-1
O=S(=O)(c1ccccc1)N1CCN(c2cc(-c3ccccc3)nc3ncnn23)CC1	9	4	4	0.8	1	1	-3.8*	-7	1
CCOC(=O)c1nc(Nc2ccccc2)c2ccccc2n1	0	12	34	0.9	0.7	0.9	-0.39	1	4
CCNC(=O)NC(=O)C(C)Sc1nnc(COc2ccccc2Cl)o1 (stereo not drawn)	1	47	27	1.4	0.7	0.5	-0.6	-6	1
COc1cccc(S(=O)(=O)N2CCN(c3ccccc3F)CC2)c1	7	74*	67*	1	0.3	0.3	-2.6	-17	-2
CCOc1ccc(OCC)c(NC(=O)C2CCCN(c3nc(C)cc(C)n3)C2)c1 (stereo not drawn)	-2	73*	76*	1.4	0.2	0.3	0.43	-11	·
CC(C)C(O)(C#CCN1CCCC1)c1ccccc1 (stereo not drawn)	-7	50*	7	1.1	0.9	0.5	0.87	13	5
O=[N+]([O-])c1ccc(/C=N/n2c(COc3ccccc3)n[nH]c2=S)cc1	-1	-9	-2	0.9	1	1.1	0.59	-4	2
CCOC(=O)C1CCN(C(=O)c2n[nH]c(=O)c3ccccc23)CC1	-1	0	3	0.9	1	1	0.61	5	-3
CCOC(=O)C1=C(C)NC2=C(C(=O)c3ccccc32)C1c1cccnc1 (stereo not drawn)	2	11	-1	1.1	1	0.9	-2.8	-9	8

Going on with the list:
Molecule	PostGolgi yeast	CYP2C19 inh	CYP2C9 inh	PLAP act	CYP2C9 act	CYP2C19 activ	Pyk2 oligo antag	E coli WT exp	EphB4 antag
CCOC(=O)N1CCC(n2c(SCC(=O)N3CCC(C)CC3)nc3ccccc3c2=O)CC1	-7	57*	60*	0.9	0.4	0.4	-1.1	1	5
CSc1ncccc1C(=O)OCC(=O)N(CC(C)C)C1CCS(=O)(=O)C1 (stereo not drawn)	1	7	-6	1.1	1.1	0.9	0.85	-3	2
COC(=O)C1CCN(C(=O)COC(=O)CC(NC(N)=O)c2ccc(Cl)cc2)CC1 (stereo not drawn)	-4	19	30	1.7	0.7	0.8	0.61	10	·
Cc1ccc(-n2ncc3c(=O)n(CC(=O)NC4CCCC4)cnc32)cc1C	10	-3	-3	0.9	1	1	1.2	2	1

Reprinted at random: three entries already listed.
Molecule	PostGolgi yeast	CYP2C19 inh	CYP2C9 inh	PLAP act	CYP2C9 act	CYP2C19 activ	Pyk2 oligo antag	E coli WT exp	EphB4 antag
COc1cccc(C2C(C#N)=C(N)OC(C(C)(C)C)=C2C#N)c1 (stereo not drawn)	8	85*	94*	1.1	0.1	0.2	0.44	0	-6
COc1ccc(N2CCN(C(=O)CN(c3cccc(Br)c3)S(C)(=O)=O)CC2)cc1	5	5	-29	1.7	1.3	0.9	-0.4	2	13
CCOc1cc(C2/C(=C(\O)c3cc(C)ccc3C)C(=O)C(=O)N2CCN(C)C)ccc1O (stereo not drawn)	-4	-14	-5	1.2	1	1.1	0.19	-1	4
